High-throughput results (PubChem)
BCR signal inh: inhibitors of chronic active B-cell receptor signaling; ABC-DLBCL IkBa-CBG/CBR reporter, luminescence ratio, 4 h; Potency, µM (series often up to 46.1 µM), for inactives: at the highest dose ratio change, negative = lower green/red ratio, hits mostly inhibitors; hit rate 0.05% among 340,000; active = well fitted inhibition curve with a large enough effect in the signal ratio, with a control signal flat, not every such curve was filed as active; inconclusive = small, poorly fitted or top-dose-only effect, or effect the other way, or a change in a side signal; the % refers to the signal ratio;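 note: potency is the fitted concentration of half-maximal effect; plate controls were basal doxycycline-induced cells for no effect and cells given 10 µM MG132 for full effect; MG132 reads +100%, hits lower the ratio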
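Doxycycline induced both beetle luciferases in TMD8 lymphoma cells; IKK-driven degradation limits the IkappaBalpha-fused green signal, while red luminescence normalises for cell number and nonspecific effects. Compounds tested up to 46 uM, 4 hrs.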
ASM inhibitor: blocks human secretory acid sphingomyelinase; Potency, µM (doses to about 57.5 µM), for the others: at the top dose activity change, negative = inhibition, usual class: inhibitors; placental ASM, HMU-PC fluorogenic substrate, 60 min; hit rate 0.006% among 340,000; AID 504937; note: potency is the fitted concentration of half-maximal effect
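Human placenta-derived ASM enzyme was preincubated with compound for 10 minutes at room temperature, then given fluorogenic substrate HMU-PC0 (9 uM final) for 60 minutes at 37 °C; a pH 10 stop preceded fluorescence reading at Ex 386/Em 447 nm.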
ELG1 DNA repair: ELG1-dependent DNA repair inhibition | HEK293T ELG1-luciferase reporter, luminescence, 16 h; DNA damage induced by 5-fluorouridine | hit rate 2.3% among 330,000 | Potency, µM (highest dose often 46.1 µM), for the others: at the highest dose activity change, negative = inhibition, most hits filed as inhibitors; note: potency is the fitted concentration of half-maximal effect; % is set by controls: 0 for no effect and ±100 for the full control effect; nearly all actives have a fitted effect of over 55% in size
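In this reporter screen, reduction of luminescence relative to DMSO vehicle indicated activity. Compounds and 5-fluorouridine were added together to 2,000 cells per well, incubated for 16 hr at 37 °C, then developed with ONE-Glo.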
AT treatment: potential ataxia-telangiectasia treatment | […] A-T fibroblasts, KAP-1 phosphorylation AlphaLISA; neocarzinostatin DNA damage 30 min before lysis | Potency, µM (top dose mostly 57.5 µM), for inactives: at the top dose activation, hits mostly activators | hit rate 0.19% among 320,000; note: potency is the fitted concentration of half-maximal effect; % of control where 0% means no effect; nearly all actives have a fitted effect of over 45% in size
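hTERT-immortalized A-T patient fibroblasts ([…]), 500 cells/well in OPTI-MEM, 1% FBS, got compounds for 60 min, then NCS for 30 min at 37C. Lysates were then assayed for phospho-KAP-1 by AlphaLISA (anti-pKAP1 donor, anti-KAP1 acceptor beads), 6 hr at 25C.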
Mito fusion yeast: blocks mitochondrial division or promotes mitochondrial fusion; S. cerevisiae fusion-defective mutant growth rescue, CellTiterGlo 48 h; Potency, µM (titrated, usually from 46.1 µM), without a hit: at the highest dose growth rescue (activation), most hits filed as activators; hit rate 0.23% among 320,000; AID 485298;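 note: potency is the fitted concentration of half-maximal effect; % of control where 0% means no effect; nearly all actives have a fitted effect of over 45% in size; temperature-sensitive fusion mutants such as fzo1-1 at 37 °C on non-fermentable ethanol glycerol medium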
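Compounds are tested for their ability to restore growth of mitochondrial fusion-defective yeast strains at non-permissive 37C in YPEG medium over 48 hours. Viability is quantified by luciferase luminescence.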
TSG101-PTAP inh: blocks PTAP/TSG101 interaction to inhibit HIV-1 budding. Q99816. Fluorescence polarization, FITC-PTAP peptide / Tsg101 binding. Potency, µM (highest dose often 115 µM), inactives show at the highest dose activity change, negative = inhibition, usual class: inhibitors. 340,000 tested, under 10 active. AID 493005; active = well fitted inhibition curve with a large enough effect in the main read-out, with a control signal flat, not every such curve was filed as active; inconclusive = small, poorly fitted or top-dose-only effect, or effect the other way, or a change in a side signal; inactive = no such curve, though single readings can be large or run the other way; note: potency is the fitted concentration of half-maximal effect; % of control where 0% means no effect
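Fluorescence polarization binding of Tsg101 binding domain (10 uM final) to FITC-labeled PTAP peptide (50 nM final) in HEPES pH 7.5 buffer with NaCl, Tween 20, EDTA, TCEP. Compounds added before peptide; binding 20 min at RT.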
Integrin act MD: activators of alpha7 integrin expression for muscular dystrophy; alpha7betagal myoblasts, beta-gal FDG fluorescence, 48 h; Potency, µM (doses to about 38.3 µM), for the others: at the top dose activation, usual class: activators; hit rate 0.064% among 350,000; AID 624291;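 note: potency is the fitted concentration of half-maximal effect; 100% = response of the positive control SU9516; nearly all actives have a fitted effect of over 60% in size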
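Alpha7betagal+/- myoblasts (passage 13) were plated 16-24 hr, then exposed to compounds (1:260 dilution of DMSO stock) for 48 hours at 37C. After MPER lysis, β-galactosidase reporter activity was read as FDG fluorescence (ex 480/em 540) after 30 minutes.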
TSHR antag: antagonists of human thyroid stimulating hormone receptor; P16473; hit rate 0.2% among 330,000; activity change, negative = inhibition, % at 11.5 µM; TSHR-expressing cells, TSH-stimulated cAMP HTRF, 2 h; active compounds read low; AID 504810;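 active = activity change below a set negative limit, meaning inhibition stronger than a set level, cut at about -70% in these data; inconclusive = activity change between two set negative limits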; note: % is set by controls: 0 for no effect and ±100 for the full control effect
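Read-out is FRET at 665 nm (cryptate excitation 337 nm) from a cryptate-tagged anti-cAMP antibody, competed by cell cAMP against cAMP-d2. Compounds are tested on freshly harvested TSHR cells challenged with 4nM TSH (EC80) for 2 hours at 37 deg C.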
Tb PFK block: T. brucei PFK enzyme inhibition. O15648. T. brucei PFK, ADP-Glo luminescence. Potency, µM (series often up to 57.5 µM), without a hit: at the highest dose activity, negative = inhibition, actives largely listed as inhibitors. hit rate 0.17% among 330,000;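 note: potency is the fitted concentration of half-maximal effect; 0% = uninhibited 1x PFK enzyme wells and -100% = no-enzyme wells; nearly all actives have a fitted effect of over 60% in size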
Target sequence (O15648 whole entry, looked up): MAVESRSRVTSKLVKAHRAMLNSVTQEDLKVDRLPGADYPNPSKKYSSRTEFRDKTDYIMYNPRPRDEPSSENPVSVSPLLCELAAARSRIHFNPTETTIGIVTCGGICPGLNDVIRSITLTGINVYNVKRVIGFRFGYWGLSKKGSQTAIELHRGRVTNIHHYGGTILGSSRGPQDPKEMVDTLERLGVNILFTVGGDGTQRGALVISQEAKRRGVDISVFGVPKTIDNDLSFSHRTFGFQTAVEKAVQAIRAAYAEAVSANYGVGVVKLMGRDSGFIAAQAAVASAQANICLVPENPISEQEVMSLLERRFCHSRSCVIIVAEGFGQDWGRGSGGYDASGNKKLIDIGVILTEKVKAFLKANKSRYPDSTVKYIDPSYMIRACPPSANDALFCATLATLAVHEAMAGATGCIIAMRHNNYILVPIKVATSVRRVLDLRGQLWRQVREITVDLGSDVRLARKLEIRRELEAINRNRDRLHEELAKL
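PFK 1.25 nM, F6P 0.5 mM, ATP 0.1 mM, 0.1 M TEA pH 8.0, 5 mM MgCl2, 0.01% Tween20, 0.1% BSA; 45 min RT. ADP-Glo readout. qHTS titration up to 57 uM; curves fitted, compounds curve-classed.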
TCR act: activators of T cell receptors | primary human leukocytes, anti-CD3, IL-2 HTRF, 48 h | Potency, µM (doses to about 9.22 µM), inactives show at the highest dose activation of IL-2 secretion, usual class: activators | 330,000 tested, under 10 active | AID 504894; note: % of control where 0% means no effect
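Using a-CD3 beads without co-stimulation, primary human leukocytes were exposed to compounds for 48 hr. An HTRF IL-2 kit measured the cytokine, with europium-to-d2 energy transfer producing emission at 665nm upon 320nm excitation.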
Eya2 phos inh: inhibitors of human Eya2 phosphatase activity. recombinant Eya2, OMFP fluorescence dephosphorylation (OMFP is methylfluorescein phosphate). Potency, µM (top dose mostly 76.9 µM), for the others: top-dose activity, negative = inhibition, actives largely listed as inhibitors. hit rate 0.006% among 330,000. AID 488837; note: potency is the fitted concentration of half-maximal effect; % is set by controls: 0 for no effect and ±100 for the full control effect
Target sequence (O00167 whole entry, looked up): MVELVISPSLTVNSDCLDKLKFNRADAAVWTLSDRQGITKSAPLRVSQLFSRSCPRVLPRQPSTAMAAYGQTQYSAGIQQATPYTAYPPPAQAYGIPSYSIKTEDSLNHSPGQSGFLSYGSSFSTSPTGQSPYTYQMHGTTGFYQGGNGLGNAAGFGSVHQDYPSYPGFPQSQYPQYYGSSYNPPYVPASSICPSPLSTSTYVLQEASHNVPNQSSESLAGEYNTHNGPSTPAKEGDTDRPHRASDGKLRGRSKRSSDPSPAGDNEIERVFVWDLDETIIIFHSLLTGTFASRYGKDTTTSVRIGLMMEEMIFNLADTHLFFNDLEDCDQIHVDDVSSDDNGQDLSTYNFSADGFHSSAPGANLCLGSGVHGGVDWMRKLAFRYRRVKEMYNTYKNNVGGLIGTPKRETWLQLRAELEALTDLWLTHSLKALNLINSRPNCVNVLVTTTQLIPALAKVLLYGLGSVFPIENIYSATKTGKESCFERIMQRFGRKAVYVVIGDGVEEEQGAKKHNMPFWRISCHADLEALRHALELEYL
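Eya2 (0.2 uM) preincubated 10 min at ambient with compound, then OMFP substrate added at 50 uM; 10 min reaction in 50 mM HEPES pH 7.5, 50 mM NaCl, 5 uM MgCl2, 0.05% BSA, 1 mM DTT. Fluorescence read at Ex 485/Em 525 nm.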
The depositor's hits bear a star; i = inactive; ? = inconclusive; · = no result given; [ ] = another dose, or the depositor's remark. Unless noted, calls come from the whole dose curve; as a rule, active = well fitted curve in the direction sought with a large enough effect; inconclusive = small, poorly fitted or top-dose-only effect, or another doubt; inactive = no such curve, though single readings can be large; an effect the other way counts as inactive or inconclusive.

structure | TCR act | Mito fusion yeast | Tb PFK block | ASM inhibitor | Integrin act MD | Eya2 phos inh | TSG101-PTAP inh | TSHR antag | ELG1 DNA repair | BCR signal inh | AT treatment
Cc1ccc2oc(=O)c(/C=C(\O)c3sc(C)nc3C)nc2c1 | 1% | 4% | -9% | -2% | -23% | 0% | ? | -3 | -13% | ? | 0%
Cc1cccc(OCC(=O)N(Cc2cccs2)C2CCS(=O)(=O)C2)c1C (stereo not given) | -2% | -4% | -1% | -1% | -4% | 10% | -1% | 1 | 0% | ? | -3%
Cn1c(=O)c2c(nc(NC3CCCCC3)n2Cc2ccccc2)n(C)c1=O | -1%[46.1 µM] | 21% | 0% | -10% | -11% | -9% | -2% | -7 | ? | 4% | 1%
Nc1nn(-c2ccccc2)c(N)c1N=Nc1ccccc1F | -4%[46.1 µM] | 6% | ? | -13% | 38% | -9% | -5% | -2 | ? | ? | 2%
CC(C)(C)c1ccc(OC(=O)Cn2c(C(F)(F)F)nc3ccccc32)cc1 | 6% | -3% | 8% | -1% | 6% | -4% | -2% | -7 | 1% | -1% | 1%
Cc1noc(C)c1NC(=O)N(C)C[C@H]1Oc2c(NC(=O)Cc3ccccc3)cccc2C(=O)N([C@H](C)CO)C[C@@H]1C | -4% | · | 0% | -4% | -6% | 18% | 2% | 19 | 27% | 1% | 1%
CCOc1nc(-c2ccccc2)ccc1-c1noc(COc2ccccc2)n1 | -20% | -1% | -5% | 0% | -9% | -4% | 5% | -8 | 10% | 2% | ·
Cc1ccccc1OCC(=O)Nc1cccc(NC(=O)c2ccco2)c1 | 1% | 9% | 10% | -14% | 11% | -5% | 0% | -3 | -24% | ? | -2%
O=[N+]([O-])c1ccc2c3n([n+]([O-])c2c1)CCN=C3c1ccc(Cl)cc1 | -4% | ? | -4% | -3% | 4% | -10% | 1% | -7 | -4% | -10% | -13%
Cc1ccc2nc(NCc3ccccc3)c(C#N)cc2c1 | 2% | -3% | 11% | i | -14% | -5% | -3% | 14 | 3% | ? | 32%
Cc1ccc(NC(=O)CSc2cn[nH]n2)cc1 | 7% | -3% | -2% | 2% | 8% | 5% | -1% | 15 | 11% | ? | 11%
CCCc1nc2ccccc2c(=O)n1-c1c(C)n(C)n(-c2ccccc2)c1=O | 2% | 3% | -2% | 1% | -25% | 3% | -6% | -16 | -6% | 3% | 3%
CCC(=O)c1cc2c(cc1NC(=O)c1ccccc1)OCCO2 | 1% | 5% | -1% | 37%[activator] | 4% | 7% | -7% | -3 | 1% | 15% | 0%
NC(=NC(=O)c1ccc(OCC(F)(F)F)nc1)c1ccccc1 | 1% | 4% | 0% | -10% | 14% | 3% | 2% | 23 | 4% | ? | 40%
Cc1nc2sc3c(c2c(=O)[nH]1)CCCCC3 | -4% | 29% | 3% | 2% | -14% | -9% | -1% | 2 | ? | -27% | -12%
COc1ccccc1-c1nnc(SCC(=O)OC(C)C)o1 | 1% | 5% | · | 7% | 1% | · | -6% | · | · | · | ·
CC(C)[C@H](NC(=O)c1ccccc1)C(=O)OCC(=O)N1CC2(C)CC1CC(C)(C)C2 (stereo not given in full) | 0% | 1% | -6% | 2% | 19% | 1% | -4% | 9 | -3% | 10% | 2%
CCNC(=O)CSc1nc2sccc2c(=O)n1-c1ccccc1 | -1% | 15% | -21% | 0% | 11% | 20% | -2% | 24 | ? | 0% | 11%
Cc1ccc(Cn2nnnc2CN2CCC(O)(c3ccc(F)cc3)CC2)cc1 | -1% | 17% | 1% | -8% | -7% | 16% | -5% | 12 | -15% | ? | 4%
CSCCC1NC2(C(=O)Nc3c(C)cc(Cl)cc32)[C@@H]2C(=O)N(C3CCCC3)C(=O)[C@H]12 (stereo not given in full) | 5% | 10% | 3% | -21% | -7% | -3% | -7% | -13 | ? | 0% | -2%
Cc1onc(-c2ccccc2Cl)c1C(=O)NCc1ccco1 | -1% | 1% | -11% | -3% | -35% | -2% | -8% | 8 | -7% | 0% | 2%
COc1cccc2cc(C(C)N(CCCN3CCOCC3)C(=S)Nc3cc(C)cc(C)c3)oc12 (stereo not given) | -1% | -1% | -3% | -1% | -14% | -11% | 0% | -8 | -1% | ? | 7%
O=C(COC(=O)c1ccc(Br)o1)Nc1ccc(N2CCOCC2)cc1 | 1% | 3% | 1% | -1% | 0% | 3% | -5% | 1 | 23% | 0% | -1%
Cc1ccc(C(=O)N2CCN(c3ccc(N4CCOCC4)nn3)CC2)cc1C | 3% | -4% | -3% | · | 20% | 10% | -2% | 7 | 0% | 5% | 23%
C=CCn1c(NCc2ccc(OC)cc2)nc2ccccc21 | -13% | -11% | -1% | -3% | 3% | 0% | -4% | 1 | ? | -1% | 12%
CCOC(=O)C1CCN(S(=O)(=O)c2cccc(C(=O)Nc3ccccc3)c2)CC1 | 1% | 4% | -2% | -5% | ? | 5% | · | 4 | -19% | 0% | 6%
COc1cccc2cc(-c3n[nH]c(=S)n3C)oc12 | 1% | -2% | -1% | 1% | 10% | -4% | -1% | -13 | 3% | 3% | -3%
Cc1ccc(NC(=O)Nc2c(C)n(C)n(-c3ccccc3)c2=O)cc1C | -14% | 0% | -3% | 1% | 6% | 9% | 1% | -6 | -12% | -4% | 1%
O=C(CCN1C(=O)/C(=C\c2ccccc2)SC1=S)Nc1ccc(C(=O)O)cc1 | 1% | 9% | -2% | -2% | 10% | 8% | -10% | -24 | 9% | 5% | -6%
O=C(Nc1cccc(C(=O)N2CCOCC2)c1)c1ccccc1Cl | 1% | -3% | -10% | · | 25% | -9% | -2% | 15 | -2% | 1% | -5%
Cc1cnc(NC(=O)CSc2nnc(C)n2N)s1 | 1%[46.1 µM] | 0% | 2% | -1% | 14% | -5% | -8% | -2 | 0% | 1% | 10%
O=C(CSc1nnc2ccccn12)NCCN1C(=O)CSC1=O | 1% | -5% | -2% | 0% | -4% | 0% | -1% | 13 | 10% | 1% | 2%
COc1cc(C(=O)OCC(=O)Nc2ccc(F)cc2F)cc(OC)c1OC | -5% | -1% | -1% | -1% | 19% | -21% | -1% | -5 | ? | -2% | -1%
CC(C)CCNC(=O)NC(=O)COC(=O)c1cc(S(=O)(=O)N2CCOCC2)ccc1N1CCCCC1 | -4% | 1% | 3% | 2% | 4% | -20% | 0% | 18 | ? | ? | 6%
COC(=O)N=Nc1c(O)[nH]c2ccc(Br)cc12 | 8% | 6% | 2% | -3% | 1% | -1% | -5% | -5 | -19% | ? | -3%
COc1ccccc1N1CCN(CCN2C(=O)C3CCCN3C2=O)CC1 (stereo not given) | -4% | 0% | 0% | 5% | -7% | 3% | 0% | 13 | 23% | 7% | 6%
COc1cc(S(=O)(=O)Nc2cccc3cn[nH]c23)c(OC)cc1C | 0% | -3% | 0% | 0% | ? | 7% | -5% | 4 | -21% | -4% | -7%
CCCCCCC(=O)N1CCC(c2nc3c(nnn3Cc3ccccc3Cl)c(=O)[nH]2)CC1 | · | -1% | 4% | ? | 19% | -37% | -7% | -13 | ? | ? | -3%
O=C(NC(c1ccccc1)c1ccccc1)c1ccc(CO)cc1 | 3% | -5% | -1% | 3% | -42% | 4% | 1% | 0 | 0% | 1% | 17%
CCN(CC)S(=O)(=O)c1cccc(NC(=O)COC(=O)/C=C/c2cccs2)c1 | -1% | -1% | 7% | -14% | -16% | 2% | -5% | -8 | 10% | -8% | 6%
O=C(OCc1ccccc1)c1cccc(-c2nnc(-c3ccccc3)o2)c1 | -3% | 9% | 0% | -8% | 9% | -9% | -5% | -3 | ? | 14% | 14%
Cc1c(NC(=O)OCCNC(=O)COc2c(Cl)cccc2Cl)sc(=S)n1C | -1% | -2% | -4% | -1% | 19% | 3% | -3% | -1 | ? | 1% | -5%
